mHTT-CaM PPI inh – disrupts binding of mutant huntingtin to calmodulin | P42858 | inhibition, % at 15 µM | AlphaScreen His-mHTT/GST-CaM binding, luminescence | 3.6% of 190,000 active;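 further: 0% = both proteins with DMSO and 100% = one protein alone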
Pf apPOL inh – Pf-apPOL DNA polymerase inhibition; Recombinant Pf-apPOL, molecular beacon fluorescence, 1.5 h; inhibition, % at 10 µM; 0.25% of 210,000 active; AID 1794808
Active calls of the source: *; . = no result given; & = joins results of further samples. No stated cut-off is given here; in the data, active means inhibition above about 50%; inactive means the rest.

| SMILES | mHTT-CaM PPI inh | Pf apPOL inh |
| --- | --- | --- |
| CCCNC(=O)Cn1nc2c(c1NC(=O)C1CCN(S(C)(=O)=O)CC1)CSC2 | 16 | 6 |
| CSc1ccc(NC(=O)N2CCC(c3nc(C(=O)N4CCOCC4)c(C)o3)CC2)cc1 | 13 | -3 |
| COc1ccc(CC(=O)Nc2c3c(nn2-c2ccc(F)cc2)CS(=O)(=O)C3)cc1OC | 1 | -2 |
| COC(=O)c1ccc(C=C2Oc3cc(OCC(=O)OCc4ccccc4)ccc3C2=O)cc1 | 5 | -4 |
| CC(C)(O)CC1C(C)(O)CCC2C(C)(C)CCCC21C (stereo not drawn) | 23 | 3 |
| O=C(C1CCN(c2ccc(F)c(Cl)c2)C1=O)N1CCN(Cc2ccccc2)CC1 (stereo not drawn) | 26 | -6 |
| COc1ccc(C=C2Oc3cc(OCC(=O)OCc4ccccc4)ccc3C2=O)cc1 | 5 | -3 |
| CN(C)S(=O)(=O)c1ccc(C(=O)N2Cc3nn(C(C)(C)C)c(-n4cccc4)c3C2)cc1 | 54* | -3 |
| O=C(C1CCCO1)N1CCN(c2ccc([N+](=O)[O-])cc2)CC1 (stereo not drawn) | 6 | 2 |
| Cc1ccc(NC(=O)CN(c2cc(C(F)(F)F)ccc2Cl)S(C)(=O)=O)c(C)c1 | 16 | -5 |
| C=CCNC(=O)CN(c1ccc(OC)cc1)S(=O)(=O)c1ccc(OC)c(OC)c1 | 0 | 0 |
| CCOC(=O)Oc1ccc2c(=O)c(-c3ccc(OC)c(OC)c3)coc2c1 | 4 | -4 |
| COc1ccc(-c2nnn(Cc3nc(N)nc(N4CCCCC4)n3)n2)cc1 | 14 | 2 |
| CC(C)NC(=O)c1ccc2ncc3c(=O)n(-c4ccc(Cl)cc4)[nH]c3c2c1 | 51* | 2 |
| C=CCSc1nc(N)c(C#N)c(-c2ccccc2)c1C#N | -9 | -6 |
| O=C(C1CCN(c2nc3ccc(-c4ccccc4)nc3s2)CC1)N1CCCC1 | 12 | -5 |
| COc1ccc(OC)c(C2SCCN2S(=O)(=O)c2ccc(C)cc2)c1 (stereo not drawn) | 0 | -1 |
| N#C/C(=C\c1cccn1-c1ccc(S(N)(=O)=O)cc1)C(N)=O | -1 | -1 |
| Cc1ccc(C)c(NC(=O)CSc2nc3c(c(=O)n2-c2ccc(Cl)cc2)SCC3)c1 | -2 | 3 |
| COCc1[nH]nc2c1C1(CCC3(CC1)OCCO3)C(C#N)=C(N)O2 | -2 | . |
| Cc1ccc(F)c(NS(=O)(=O)c2cc3c(s2)CCN(C(=O)C2CC2)C3)c1 | -3 | 1 |
| Cc1[nH]c2ccccc2c1C(C[N+](=O)[O-])c1cc(Cl)c2c(c1)OCO2 (stereo not drawn) | 62* | 1 |
| CCOc1ccc(N2C(=O)CC(N3CCC(C)CC3)C2=O)cc1 (stereo not drawn) | 4 | -1 |
| CCCn1c(C2CCN(C(=O)Nc3cccc(SC)c3)C2)nc2cccnc21 (stereo not drawn) | 9 | -1 |
| N=c1c(C(N)=O)cc2c(=O)n3ccccc3nc2n1Cc1ccco1 | 2 | 10&-3 |

Compounds from the list above with an aryl thioether with sulfur outside any ring (4):
| SMILES | mHTT-CaM PPI inh | Pf apPOL inh |
| --- | --- | --- |
| CSc1ccc(NC(=O)N2CCC(c3nc(C(=O)N4CCOCC4)c(C)o3)CC2)cc1 | 13 | -3 |
| C=CCSc1nc(N)c(C#N)c(-c2ccccc2)c1C#N | -9 | -6 |
| Cc1ccc(C)c(NC(=O)CSc2nc3c(c(=O)n2-c2ccc(Cl)cc2)SCC3)c1 | -2 | 3 |
| CCCn1c(C2CCN(C(=O)Nc3cccc(SC)c3)C2)nc2cccnc21 (stereo not drawn) | 9 | -1 |

Remaining list, next part
| SMILES | mHTT-CaM PPI inh | Pf apPOL inh |
| --- | --- | --- |
| O=S(=O)(NC(=NCCc1ccccn1)Nc1cccc(Cl)c1)c1ccccc1 | . | 2 |
| Cc1nc2cc(N3CC(C(=O)NCc4ccc(OC(C)C)cc4)CC3=O)ccc2o1 (stereo not drawn) | 100* | -1 |
| COc1ccc(Nc2ncnc3scc(-c4ccc(C)cc4)c23)cc1 | 2 | -133 |
| Cc1ccc(N2CN=c3s/c(=C\c4cccc([N+](=O)[O-])c4)c(=O)n3C2)cc1 | -8 | -1 |
| CCCOc1ccc(-c2nc(C(=O)N3CCN(C)CC3)cs2)c(F)c1 | 34 | -7 |
| O=C(NCCc1ccccc1Cl)c1ccc(Cn2nnc3ccsc3c2=O)cc1 | 10 | -2 |
| CCN(CC)C(=O)c1cc2c(s1)CCC(C(=O)Nc1ccc3c(c1)OCCO3)C2 (stereo not drawn) | 2 | -6 |
| Cc1cc(O)c(CN2CCCC2)c2c1C(=O)C(=Cc1cc3ccccc3o1)O2 | 5 | -6 |
| COc1ccc(Cl)cc1NC(=O)CCCn1nc(C)c([N+](=O)[O-])c1C | 10 | -4 |
| CCCC(C)NS(=O)(=O)c1ccccc1 (stereo not drawn) | -6 | 3 |
| COc1ccc(NC(=O)CN(C)S(=O)(=O)c2ccc(Cl)cc2)cc1OC | 9 | -2 |
| Cc1n[nH]c(=O)c(N)c1-c1cc(-c2ccsc2)n[nH]1 | . | -11 |
| Cc1cccc(NC(=O)Cn2[nH]c3c(cnc4ccc(F)cc43)c2=O)c1 | 0 | 1 |
| Cc1cccc(OCC(=O)Nc2ccccc2C(=O)N2CCOCC2)c1 | 1 | -8 |
| COc1ccc(Nc2nc(C(=O)Nc3nc(-c4ccco4)cs3)cs2)cc1OC | 30 | -10 |
| COc1ccc(NC(=O)CCCOc2ccc(Cl)cc2Cl)c([N+](=O)[O-])c1 | 15 | -2 |
| CCc1ccccc1NC(=O)N1CCCC1c1nc(-c2ccccc2)no1 (stereo not drawn) | -4 | -1 |
| O=C(NCC1CCCO1)c1ccnc(-c2cccs2)c1 (stereo not drawn) | 0 | -5 |
| COc1ccc(-c2nnc(N3CCC(C(=O)NCc4ccc(F)cc4F)CC3)o2)cc1 | -4 | -3 |
| CCNC(=O)c1ccc(-n2nc(C)c(C)c2C)nc1 | 3 | 0 |
| O=S(=O)(Nc1cc(C(F)(F)F)cc(C(F)(F)F)c1)c1ccccn1 | . | 6 |
| Cc1ccc(-n2ncc3c(=O)[nH]c(SCC(=O)O)nc32)cc1C | 10 | 72* |
| Cn1c(N2CCC(C(=O)NCc3cccc(F)c3)CC2)cc(=O)n(C)c1=O | 35 | -3 |
| CC1=Nc2ccccc2C1=Cc1sc(=O)n(-c2ccccc2)c1O | 26 | 4 |
| Cc1cc(-c2nnc(SCC(=O)Nc3ccccc3Cl)n2C)no1 | . | -6&-6 |

Later entries
Every second line gives: mHTT-CaM PPI inh, Pf apPOL inh
> CNC(=O)C[C@H]1C(=O)N(CCc2ccccc2)C[C@@H]1CSC
 : -5, -2
> Cc1ccc(C)c(OCC(=O)NC2CCCCC2)c1C
 : -13, -7
> O=C(NC1CC2CC1CN2C(=O)COc1cccc(Cl)c1)c1cccs1 (stereo not drawn)
 : 15, -1
> CCN(CC)C(=O)c1cc2c(s1)CCC(C(=O)NCc1ccccn1)C2 (stereo not drawn)
 : 5, -7
> O=C(NCCn1ncc2c(=O)n(Cc3ccccc3F)cnc21)c1ccc2c(c1)OCO2
 : -1, -1
> Cc1nc2c(s1)CCc1oc(C(=O)N3CCCC3)c(C)c1-2
 : -2, -5
> Cc1nn(C(=O)c2ccc(F)cc2)c(C)c1Sc1ccccc1
 : -115, 11
> Fc1ccc(Cn2c3ccccc3c3nn4cnnc4nc32)cc1
 : ., -6
> CS(=O)(=O)N1CCc2cc(S(=O)(=O)Nc3ccc4oc5c(c4c3)CCCC5)ccc21
 : 22, .
> Clc1c(-c2nnc(-c3cccs3)o2)sc2ccccc12
 : -8&-5, -4
> CC(=O)C1=C(C)NC(SCC(N)=O)=C(C#N)C1c1cccnc1 (stereo not drawn)
 : -1, -75
> COC(=O)Oc1cc2oc(=O)sc2cc1Cl
 : 22, 0
> CC(C)Oc1ccccc1NS(=O)(=O)c1ccccc1[N+](=O)[O-]
 : 12, -3
> COc1ccc(-c2nc3cc(NC(=O)c4ccccc4Br)ccc3o2)cc1
 : 1, -7
> CC1(C)OC2OC(C(=O)Oc3ccc([N+](=O)[O-])cc3)C3OC(C)(C)OC3C2O1 (stereo not drawn)
 : 16, -6
> COc1ccc(CC(=O)Nc2c3c(nn2-c2ccccc2C)CS(=O)C3)cc1 (stereo not drawn)
 : 6, 0
> CCOC(=O)c1c(N)n(-c2ccc(Cl)cc2)c2nc3ccccc3nc12
 : ., -8
> COc1cccc2cc(C(=O)Nc3cccc(Cl)c3Cl)oc12
 : -14, -6
> CC(C)(C)c1nnc(NC(=O)C2CC(=O)N(CCc3c[nH]c4ccc(F)cc34)C2)s1 (stereo not drawn)
 : 30, 0
> COc1cc2c(cc1OC)C(C(=O)N(C)Cc1ccccc1)C(c1ccccc1F)N(C)C2=O (stereo not drawn)
 : 0, 0
> O=C(CSc1ccc(NC(=O)c2ccco2)nn1)NCc1ccccc1Cl
 : -14, -3
> CC1CCN(C2=NC(=O)/C(=C/c3ccccc3F)S2)CC1
 : 9, 1
> CCOC(=O)c1c(-c2ccccc2)oc2ccc(OCC(=O)c3ccccc3)cc12
 : -37, -5
> CCc1ccc(NC(=O)c2ccc(OC)c(Cl)c2)cc1
 : -4, 0
> CCOc1ccc(CCNC(=O)C2CCN(c3nccc(C)n3)CC2)cc1OCC
 : 5, -4
> COc1cccc(N(C2C=CS(=O)(=O)C2)S(=O)(=O)c2ccccc2)c1 (stereo not drawn)
 : 2&-6, 6&-4
> COc1cccc(OC)c1C(=O)Nc1c2c(nn1-c1ccc(F)cc1)CS(=O)C2 (stereo not drawn)
 : -1, 2
> CCOc1ccc(C(=O)Nc2ccc(C)cc2C)cc1
 : -8, -2
> CCCn1c(=O)c(-c2ccc(C(=O)N3CCN(C)CC3)cc2)nc2ccccc21
 : 4, -1
> O=C(CSc1ccccc1)Nc1cccc([N+](=O)[O-])c1
 : 5, 7

Some of these compounds in order of molecular weight, highest first.
Every second line gives: mHTT-CaM PPI inh, Pf apPOL inh
> COc1cc2c(cc1OC)C(C(=O)N(C)Cc1ccccc1)C(c1ccccc1F)N(C)C2=O (stereo not drawn)
 : 0, 0
> COc1ccc(CC(=O)Nc2c3c(nn2-c2ccccc2C)CS(=O)C3)cc1 (stereo not drawn)
 : 6, 0
> CCCn1c(=O)c(-c2ccc(C(=O)N3CCN(C)CC3)cc2)nc2ccccc21
 : 4, -1
> O=C(CSc1ccccc1)Nc1cccc([N+](=O)[O-])c1
 : 5, 7

(listing goes on)
Every second line gives: mHTT-CaM PPI inh, Pf apPOL inh
> COc1ccc(C2C(C#N)=C(N)Oc3c2ccc2ccccc32)cc1 (stereo not drawn)
 : ., -6&-7
> Cn1c(C2CCN(C(=O)Nc3cccc(F)c3)C2)nc2cccnc21 (stereo not drawn)
 : -4, -2
> Cc1ccc(N=Cc2c(C)[nH]c3ccccc23)cc1[N+](=O)[O-]
 : 16, 4
> Cc1ccc(S(=O)(=O)NCCC2CCN(C(=O)NC3CCCCC3)CC2)c(C)c1
 : 9, -9
> O=C(Cc1ccc(O)cc1)NCCNC(=S)NCc1ccccc1
 : ., -6
> Cc1nn(-c2ccc(C(=O)NCCC(C)C)cc2)c2c1C(=O)CCC2
 : 0, 3
> COc1cc(C2=N/C(=C\c3cccc(F)c3)C(=O)O2)cc(OC)c1OC
 : -5, -5
> COC(=O)Cn1ncnn1
 : -22, .
> CCN(Cc1ccccc1)C(=O)Cc1cccs1
 : -9, -10
> COc1ccc2nc(C(=O)NCc3ccccc3Br)cn2n1
 : 0, -2
> Cc1ccccc1C(=O)NCC1CCCO1 (stereo not drawn)
 : -6, 2
> Cc1ccc(C)n1-c1ccc(S(N)(=O)=O)cc1
 : 75*, -3
> CC(C)[C@@H]1CC[C@@H](C)C[C@@H]1OC(=O)C(O)C(O)C(=O)O[C@H]1C[C@H](C)CC[C@H]1C(C)C (stereo partly drawn)
 : -8, .

Screening results: PubChem BioAssay, University of Kansas High Throughput Screening Laboratory
